TAAR1 antagonist – human TAAR1 antagonism; Q96RJ0; CHO RD-HGA16 TAAR1, Fluo-8 calcium fluorescence, antagonist; actives 1.5% (n = 360,000); inhibition, % at 3 µM;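 active = inhibition above a per-plate cutoff, the mean inhibition of test compounds on that plate plus 3 SD, cut at about 49% in these data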;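 also: 0% = DMSO plus EC80 beta-PEA response and 100% = DMSO alone without agonist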
Target sequence (Q96RJ0 whole entry, looked up): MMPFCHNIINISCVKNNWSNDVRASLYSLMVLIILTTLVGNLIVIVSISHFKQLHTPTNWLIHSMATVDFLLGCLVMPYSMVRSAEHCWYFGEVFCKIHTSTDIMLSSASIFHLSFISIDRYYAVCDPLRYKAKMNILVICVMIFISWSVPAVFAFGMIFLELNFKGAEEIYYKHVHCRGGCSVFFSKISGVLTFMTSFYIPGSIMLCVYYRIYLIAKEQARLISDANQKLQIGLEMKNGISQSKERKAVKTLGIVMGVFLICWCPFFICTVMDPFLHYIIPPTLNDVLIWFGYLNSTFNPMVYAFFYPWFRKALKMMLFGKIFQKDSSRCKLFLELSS
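Material: RD-HGA16 CHO cells with stable hTAAR1 and Gα16; Dosing: single nominal final test compound concentration of 3 µM; Schedule: seeding 17-24 h prior, 75-min 37 °C, 30-min RT dye loading; Detection: kinetic Fluo-8 calcium fluorescence measurement; Measure: % inhibition from peak post-agonist over basal fluorescence ratio; Benchmarks: vehicle and agonist controls.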
M1 ag – human M1 muscarinic receptor agonism; CHO-K1 hM1, Fluo-8 calcium fluorescence, agonist mode; 0% DMSO, 100% acetylcholine EC100; P11229; actives 0.33% (n = 360,000); AID 588814; activation, % at 3 µM;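 active = activation above the run's mean compound activation plus 3 SD, cut at about 16% in these data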;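 also: peak over basal fluorescence ratio within a 140 s kinetic read after compound addition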
OXTR potentiator – human OXTR potentiation | actives 0.061% (n = 320,000) | CHO-OTR cells, Fluo-8 calcium fluorescence, potentiator mode; 0% = oxytocin EC15, 100% = EC100 | AID 2445 | activation, % at 3 µM;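 active = activation above that plate's cutoff, the mean activation of tested compounds plus 3 SD, cut at about 6.6% in these data, passing the limit was not always enough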;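 also: 100% uses oxytocin at 75 nM as the full agonist control; some results filed as inactive read as strong as hits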
Target sequence (P30559 whole entry, looked up): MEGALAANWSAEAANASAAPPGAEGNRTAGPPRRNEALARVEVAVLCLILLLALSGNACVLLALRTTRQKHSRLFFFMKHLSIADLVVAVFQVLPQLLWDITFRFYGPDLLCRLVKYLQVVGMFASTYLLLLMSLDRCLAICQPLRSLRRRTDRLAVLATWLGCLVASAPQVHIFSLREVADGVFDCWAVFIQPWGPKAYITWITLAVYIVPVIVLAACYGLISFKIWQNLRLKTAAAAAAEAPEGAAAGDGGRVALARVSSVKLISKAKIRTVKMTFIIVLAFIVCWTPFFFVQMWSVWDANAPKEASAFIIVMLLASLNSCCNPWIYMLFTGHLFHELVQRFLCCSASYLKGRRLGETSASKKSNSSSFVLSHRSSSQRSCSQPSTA
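Replication – single well per compound, singlicate · Assay system – CHO cell line stably expressing human OTR · Timing – 6 min pre-incubation, 100 s read · Measure – normalized max/min fluorescence ratio, % activation · Doses – 3.0 µM, one dose · Detection – Fluo-8 calcium dye fluorescence · Probe or stimulus – oxytocin near EC15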
CHO-K1 Ca ag – nonselective activator or artifact in parental CHO-K1 cells | Fluo-8 calcium fluorescence; scaled to maximal ATP response, vehicle zero | activation, % at 3 µM | actives 0.48% (n = 360,000); in the data active = activation above about 15%;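 also: untransfected CHO-K1 host cells lacking M1 receptor as counterscreen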
CHO-K1 Ca PAM – nonselective activator or artifact in parental CHO-K1 calcium assay; ATP EC20, Fluo-8 calcium fluorescence; 0% at ATP EC20, 100% at ATP max; actives 0.02% (n = 360,000); activation, % at 3 µM; AID 602247;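 active = activation above the run cutoff, the mean activation of all test compounds plus 3 SD, cut at about 40% in these data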;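 also: peak over basal fluorescence ratio in a 140 s read after ATP addition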
CHO parental Ca – signal in parental CHO cells, OX1R antagonist counter-screen. parental CHO-K1, ATP-induced calcium, Fluo-8 fluorescence. inhibition, % at 5.6 µM. actives 0.63% (n = 330,000);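 active = inhibition above that plate's mean sample inhibition plus 3 SD, cut at about 26% in these data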;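 also: 0% = ATP-challenged DMSO wells and 100% = DMSO wells without ATP; some compounds past the cut are filed as inactive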
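Assay system – parental CHO cells · Reagent – ATP stimulus · Detection – intracellular calcium via Fluo-8 no-wash fluorescent dye · Evaluation – percent inhibition of ATP-evoked calcium rise, normalized to controls · Controls – ATP wells versus no-ATP DMSO wells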
CHO-K1 Ca antag – M1 antagonist counterscreen hit in parental CHO-K1 cells | AID 602250 | inhibition, % at 3 µM | ATP-induced calcium, Fluo-8 fluorescence | actives 0.6% (n = 360,000);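 active = inhibition above a per-plate cutoff, the plate's mean sample inhibition plus 3 SD, cut at about 24% in these data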;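 also: 0% = DMSO plus EC80 ATP and 100% = DMSO alone without ATP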
CHRM1 antagonist – human CHRM1 antagonism; P11229; CHO-K1 hM1, Fluo-8 calcium fluorescence, ACh EC80 antagonist; inhibition, % at 3 µM; actives 1.3% (n = 360,000);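 active = percent inhibition above its own plate's cutoff, namely the mean of that plate's compound wells plus 3 SD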;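 also: peak over basal fluorescence ratio during 140 s after agonist addition; 0% = ACh EC80 plus DMSO and 100% = DMSO alone without agonist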
TAAR1 ag – human TAAR1 agonism. Q96RJ0. CHO RD-HGA16 TAAR1, Fluo-8 calcium fluorescence; vehicle wells 0%, saturating PEA agonist 100%. activation, % at 3 µM. actives 0.99% (n = 360,000). AID 624467;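 active = activation above the mean activation of all test compounds in the run plus 3 SD, cut at about 38% in these data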
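Signal – calcium-sensitive Fluo-8 signal, excitation 470-495, emission 515-575 nm · System – RD-HGA16 (CHO) cells co-expressing Gα16 and hTAAR1 · Incubation – 17-24 h seeding, 75 min 37 °C dye, 30 min RT · Compound dosing – 3 µM single concentration · Repeats – no replicates (n 1)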
* = called active by the depositor.

Results for CCNC(=O)C1(C)CCN(C(=O)c2cccc(C(F)(F)F)c2)C1 (stereo not drawn) ?
TAAR1 antagonist: -8.5; M1 ag: -2.9; CHO-K1 Ca ag: 0.1; CHO-K1 Ca PAM: 3.3; CHO-K1 Ca antag: -3.4; CHRM1 antagonist: -7.5; TAAR1 ag: 0.8

What do the screens show for `COc1ccc(-c2cc(CCCC(=O)NCc3ccccn3)no2)cc1`?
TAAR1 antagonist: -24.3; M1 ag: -2.6; OXTR potentiator: -5.4; CHO-K1 Ca ag: 1.5; CHO-K1 Ca PAM: 18.2; CHO parental Ca: -13.1; CHO-K1 Ca antag: 1.3; CHRM1 antagonist: -7.8; TAAR1 ag: -0.1

What do the screens show for `Oc1ccc(Cc2ccccc2)c2cccnc12`?
TAAR1 antagonist: 4.8; M1 ag: -0.4; CHO-K1 Ca ag: 1.4; CHO-K1 Ca PAM: 18.2; CHO-K1 Ca antag: -29.8; CHRM1 antagonist: -13.0; TAAR1 ag: -0.8

How did CS(=O)(=O)N(CC(=O)N1CCCC1)Cc1ccc(Cl)c(Cl)c1 do in these assays?
TAAR1 antagonist: -3.3; M1 ag: -2.6; OXTR potentiator: -3.6; CHO-K1 Ca ag: 0.5; CHO-K1 Ca PAM: 11.7; CHO parental Ca: -7.2; CHO-K1 Ca antag: -8.5; CHRM1 antagonist: -7.2; TAAR1 ag: -0.3

Results for CN(CC(=O)Nc1ccc(Cl)c(C(F)(F)F)c1)C(=O)C1(c2ccccc2)CC1 ?
TAAR1 antagonist: -17.8; M1 ag: -3.4; OXTR potentiator: -8.2; CHO-K1 Ca ag: 6.9; CHO-K1 Ca PAM: 9.8; CHO parental Ca: -12.6; CHO-K1 Ca antag: -16.1; CHRM1 antagonist: 3.1; TAAR1 ag: 0.3

Results for CC(=O)N/C(=C\c1ccccc1)C(=O)OCC(=O)Nc1ccc(C)c(S(=O)(=O)N(C)C)c1 ?
TAAR1 antagonist: 8.2; M1 ag: 0.7; OXTR potentiator: -10.1; CHO-K1 Ca ag: 3.6; CHO-K1 Ca PAM: 11.6; CHO parental Ca: -14.8; CHO-K1 Ca antag: -9.2; CHRM1 antagonist: -8.7; TAAR1 ag: 0.3

Results for CC(CCc1ccccc1)NC(=O)CC(C)c1ccccc1 (stereo not drawn) ?
TAAR1 antagonist: -23.9; M1 ag: -2.4; OXTR potentiator: -14.0; CHO-K1 Ca ag: 0.5; CHO-K1 Ca PAM: 1.8; CHO parental Ca: -13.2; CHO-K1 Ca antag: -11.7; CHRM1 antagonist: -15.3; TAAR1 ag: 0.2

What do the screens show for `Cc1ccc(/C=C/c2nc3sc(C(=O)O)c(C)c3c(=O)[nH]2)cc1[N+](=O)[O-]`?
TAAR1 antagonist: 4.2; M1 ag: -1.0; OXTR potentiator: -14.9; CHO-K1 Ca ag: -0.1; CHO-K1 Ca PAM: -13.1; CHO parental Ca: 0.7; CHO-K1 Ca antag: 5.5; CHRM1 antagonist: 10.1; TAAR1 ag: -0.2

What do the screens show for `CC(=O)c1ccc(S(=O)(=O)NCC(=O)Nc2nc3ccccc3[nH]2)cc1`?
TAAR1 antagonist: -3.8; M1 ag: -4.6; OXTR potentiator: -8.2; CHO-K1 Ca ag: 0.5; CHO-K1 Ca PAM: 5.9; CHO parental Ca: -18.1; CHO-K1 Ca antag: -17.9; CHRM1 antagonist: -1.1; TAAR1 ag: 2.4

How did O=C(NC(=S)Nc1ncccn1)c1ccccc1Cl do in these assays?
TAAR1 antagonist: -11.2; M1 ag: -1.6; OXTR potentiator: -6.8; CHO-K1 Ca ag: 0.6; CHO-K1 Ca PAM: 29.5; CHO parental Ca: -14.0; CHO-K1 Ca antag: -12.9; CHRM1 antagonist: -11.7; TAAR1 ag: 1.2

Looked up one by one from the list above:
Results for CCNC(=O)C1(C)CCN(C(=O)c2cccc(C(F)(F)F)c2)C1 (stereo not drawn) ?
TAAR1 antagonist: -8.5; M1 ag: -2.9; CHO-K1 Ca ag: 0.1; CHO-K1 Ca PAM: 3.3; CHO-K1 Ca antag: -3.4; CHRM1 antagonist: -7.5; TAAR1 ag: 0.8

How did O=C(NC(=S)Nc1ncccn1)c1ccccc1Cl do in these assays?
TAAR1 antagonist: -11.2; M1 ag: -1.6; OXTR potentiator: -6.8; CHO-K1 Ca ag: 0.6; CHO-K1 Ca PAM: 29.5; CHO parental Ca: -14.0; CHO-K1 Ca antag: -12.9; CHRM1 antagonist: -11.7; TAAR1 ag: 1.2

Additional structures
What do the screens show for `O=C1CCCC2=C1C(c1ccccc1)NC(=S)N2` (stereo not drawn)?
TAAR1 antagonist: -5.9; M1 ag: -5.5; OXTR potentiator: 4.9; CHO-K1 Ca ag: 0.3; CHO-K1 Ca PAM: 14.7; CHO parental Ca: -0.6; CHO-K1 Ca antag: -10.8; CHRM1 antagonist: -4.7; TAAR1 ag: 6.6

Results for CC(C)CC1C(=O)N(Cc2cn(CC3CCCCC3)nn2)CCS(=O)(=O)N1Cc1ccc(-c2ccc(Cl)cc2)cc1 (stereo not drawn) ?
TAAR1 antagonist: -15.1; M1 ag: -1.8; CHO-K1 Ca ag: 1.0; CHO-K1 Ca PAM: 18.7; CHO-K1 Ca antag: -4.2; CHRM1 antagonist: -8.7; TAAR1 ag: 0.8

Results for CCCCCc1ccc(OCCCC[n+]2ccc(C)cc2)c(CCCCC)c1 ?
TAAR1 antagonist: -11.4; M1 ag: -5.4; OXTR potentiator: -25.6; CHO-K1 Ca ag: 0.3; CHO-K1 Ca PAM: 5.3; CHO parental Ca: 21.3; CHO-K1 Ca antag: -2.7; CHRM1 antagonist: 7.6; TAAR1 ag: 34.8

How did COc1cc(C)c(S(=O)(=O)Nc2ccc(CC(=O)O)cc2)cc1C do in these assays?
TAAR1 antagonist: 14.2; M1 ag: -3.2; OXTR potentiator: 3.2; CHO-K1 Ca ag: -0.2; CHO-K1 Ca PAM: -3.5; CHO parental Ca: -8.0; CHO-K1 Ca antag: 11.8; CHRM1 antagonist: 7.1; TAAR1 ag: 5.2

How did CCCNC(=O)c1cc(-c2ccccc2)c(N2CCCCC2)s1 do in these assays?
TAAR1 antagonist: 2.5; M1 ag: -4.3; OXTR potentiator: -0.3; CHO-K1 Ca ag: 0.4; CHO-K1 Ca PAM: 9.2; CHO parental Ca: 2.0; CHO-K1 Ca antag: -10.8; CHRM1 antagonist: -1.7; TAAR1 ag: -2.7

Results for CC1CCC/C(=N\NC(=S)NCc2ccccc2)C1 (stereo not drawn) ?
TAAR1 antagonist: -8.8; M1 ag: -6.3; OXTR potentiator: -15.1; CHO-K1 Ca ag: 0.0; CHO-K1 Ca PAM: 12.7; CHO parental Ca: -9.6; CHO-K1 Ca antag: -6.6; CHRM1 antagonist: -19.1; TAAR1 ag: 8.1

How did CSc1ncccc1C(=O)OCc1ccc([N+](=O)[O-])cc1 do in these assays?
TAAR1 antagonist: 4.4; M1 ag: -5.6; OXTR potentiator: -8.0; CHO-K1 Ca ag: 0.3; CHO-K1 Ca PAM: 15.3; CHO parental Ca: -16.0; CHO-K1 Ca antag: -1.4; CHRM1 antagonist: -3.5; TAAR1 ag: -0.4

How did CCC(=O)Nc1nc(=S)ss1 do in these assays?
TAAR1 antagonist: 2.0; M1 ag: 0.5; OXTR potentiator: -9.2; CHO-K1 Ca ag: 0.8; CHO-K1 Ca PAM: 10.9; CHO parental Ca: -4.8; CHO-K1 Ca antag: -7.0; CHRM1 antagonist: -0.5; TAAR1 ag: 4.9

How did CN(C)c1nc(SCCOC(=O)Nc2ccccc2)nc(N(C)C)n1 do in these assays?
TAAR1 antagonist: 3.0; M1 ag: -4.1; OXTR potentiator: -0.2; CHO-K1 Ca ag: 0.5; CHO-K1 Ca PAM: 11.4; CHO parental Ca: -11.5; CHO-K1 Ca antag: -4.6; CHRM1 antagonist: 3.0; TAAR1 ag: 5.5

Results for O=C(c1ccc(NS(=O)(=O)c2ccc(F)cc2)cc1)N1CCOCC1 ?
TAAR1 antagonist: -20.1; M1 ag: -3.0; OXTR potentiator: -7.2; CHO-K1 Ca ag: 1.1; CHO-K1 Ca PAM: 24.4; CHO parental Ca: 5.8; CHO-K1 Ca antag: -0.3; CHRM1 antagonist: -9.7; TAAR1 ag: 1.9

What do the screens show for `CCCCCCCCN1C(=O)[C@H](CC(=O)NCC23CC4CC(CC(C4)C2)C3)C[C@@]2(C(=O)OC)CCCCC=C12`?
TAAR1 antagonist: -15.3; CHO-K1 Ca ag: 1.4; CHO-K1 Ca PAM: 16.5; CHO-K1 Ca antag: -22.2; TAAR1 ag: -0.3

Results for Cc1nn(CC(=O)NC(C)C)c(C)c1[N+](=O)[O-] ?
TAAR1 antagonist: 1.0; M1 ag: 0.8; OXTR potentiator: -4.9; CHO-K1 Ca ag: 0.3; CHO-K1 Ca PAM: 14.5; CHO parental Ca: -2.7; CHO-K1 Ca antag: -10.5; CHRM1 antagonist: -12.3; TAAR1 ag: 0.8

What do the screens show for `CC1CCCN(CC(O)COCC2COc3ccccc3O2)C1` (stereo not drawn)?
TAAR1 antagonist: -4.1; M1 ag: -5.3; OXTR potentiator: -1.2; CHO-K1 Ca ag: 0.2; CHO-K1 Ca PAM: -4.0; CHO parental Ca: -8.9; CHO-K1 Ca antag: 2.5; CHRM1 antagonist: 2.7; TAAR1 ag: 7.0

What do the screens show for `O=C(COC(=O)COc1ccc(Cl)cc1)NC1CC1`?
TAAR1 antagonist: 12.6; M1 ag: -3.5; OXTR potentiator: -2.2; CHO-K1 Ca ag: 0.4; CHO-K1 Ca PAM: -2.4; CHO parental Ca: 2.5; CHO-K1 Ca antag: -8.3; CHRM1 antagonist: 1.7; TAAR1 ag: 7.5

How did CCc1nc2c(OCCC3CCCCC3)cccn2c1N(C)C(=O)c1ccco1 do in these assays?
TAAR1 antagonist: 5.1; M1 ag: -9.7; CHO-K1 Ca ag: -0.4; CHO-K1 Ca PAM: -4.9; CHO-K1 Ca antag: 17.7; CHRM1 antagonist: -0.6; TAAR1 ag: 0.6

What do the screens show for `CCOC(=O)c1ccccc1NC(=O)c1cccc(F)c1`?
TAAR1 antagonist: 13.1; M1 ag: -4.6; OXTR potentiator: -12.7; CHO-K1 Ca ag: -0.7; CHO-K1 Ca PAM: -0.3; CHO parental Ca: -16.0; CHO-K1 Ca antag: -6.8; CHRM1 antagonist: -2.6; TAAR1 ag: 13.8

What do the screens show for `Cn1c(=O)[nH]c(=O)c2c1nc1n2CCCN1CCc1ccccc1`?
TAAR1 antagonist: 1.9; M1 ag: -5.3; OXTR potentiator: -10.6; CHO-K1 Ca ag: 0.1; CHO-K1 Ca PAM: 13.4; CHO parental Ca: -10.4; CHO-K1 Ca antag: -1.0; CHRM1 antagonist: -29.8; TAAR1 ag: -0.9

Assay outcomes from PubChem.

Not a hit list; overall some 4.2% were active at least once.
